Screens deposited in PubChem by several laboratories.
S1P1 ag pot: agonists and agonism potentiators of human S1P1 receptor. activation, % at 9.5 µM. S1P1 CRE-bla cells, forskolin, beta-lactamase FRET, potentiator mode; S1P1 agonist co-added at EC20, 2 nM; 100% = saturating reference agonist, 0% = basal. P21453. AID 449. 0.57% of 56,000 active;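 active = activation above a cutoff set at the mean activation of all tested compounds plus 3 SD, cut at about 54% in these data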;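 also: forskolin at 4 µM as EC80 and the EC20 agonist is SEW2871; 100% = SEW2871 at its EC100 plus forskolin at EC80; some compounds past the cut are filed as inactive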
Ecoli tolC: E. coli tolC mutant growth inhibition; AID 573; E. coli BW25113 tolC mutant growth, OD615; 2.2% of 65,000 active; growth inhibition, % at 10 µM (by protocol);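 active = growth inhibition at or above a cutoff equal to the mean over every tested compound plus 3 SD, cut at about 60% in these data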;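 also: growth measured after 20 h incubation at 37 °C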
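Doses: one dose of 10 µM final / Material: E. coli BW25113 ΔtolC::kan, tolC deletion mutant strain / Buffer or medium: LB with kanamycin 50 µg/mL / Evaluation: percent growth inhibition / Detection: optical density read at 615 nm / Incubation: 37 °C, 20 h exposure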
SF-1 act: activates the human nuclear receptor SF-1; Q13285; CHO-K1 Gal4-SF-1 LBD luciferase reporter; % increase over DMSO SF-1-specific signal; activation, % at 10 µM; 1.9% of 65,000 active; AID 522;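 active = activation above the mean activation of all tested compounds plus 3 SD, cut at about 50% in these data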
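Material: CHO-K1 cells with Gal4–hSF-1 LBD chimera plus Gal4-driven luciferase / Input: 4,000 CHO-K1 cells per well / Incubation: compound exposure 20 h at 37 °C / Signal: luminescence read 15 min after SteadyLite luciferase reagent, after room-temperature equilibration / Read-out: percent activation versus DMSO / Benchmarks: DMSO negative control and −SF1 background wells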
S1P3 ag: agonists of human S1P3 receptor; Q99500; S1P3 NFAT-BLA reporter cells, agonism, FRET ratio; relative to 1 µM S1P, basal subtracted; activation, % at 4.5 µM; 0.1% of 60,000 active; AID 373;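 active = activation above the screen-wide mean plus 3 SD, cut at about 4.5% in these data, passing the limit was not always enough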; also: some compounds called inactive have numbers as strong as hits
Target sequence (Q99500 whole entry, looked up): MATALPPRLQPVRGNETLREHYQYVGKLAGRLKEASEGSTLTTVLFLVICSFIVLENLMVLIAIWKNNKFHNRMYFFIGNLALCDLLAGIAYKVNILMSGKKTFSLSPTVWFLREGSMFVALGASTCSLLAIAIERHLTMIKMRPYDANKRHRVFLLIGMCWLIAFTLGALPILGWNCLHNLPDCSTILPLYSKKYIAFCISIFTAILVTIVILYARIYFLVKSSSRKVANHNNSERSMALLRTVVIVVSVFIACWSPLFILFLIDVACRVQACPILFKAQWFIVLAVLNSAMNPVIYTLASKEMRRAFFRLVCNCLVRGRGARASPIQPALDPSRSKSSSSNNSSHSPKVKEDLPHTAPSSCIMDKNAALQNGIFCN
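Material: Human S1P3 NFAT-BLA reporter CHO cells | Incubation: Overnight plating, 4 h compound 37 °C, 2 h substrate RT | Signal: FRET β-lactamase substrate fluorescence, excitation 405 nm, 460/535 nm emission ratio, background-subtracted | Compound: 4.5 µM final, single dose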
RORA act: RORA (human) activation; CHO-K1 Gal4-RORA LBD luciferase reporter, luminescence; percent increase over mock-subtracted basal signal; P35398; 1.5% of 65,000 active; activation, % at 10 µM; AID 560;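 active = activation above the mean of all tested compounds plus 3 SD, cut at about 49% in these data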;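 also: 0% = DMSO-treated RORA cells and 100% = added signal equal to DMSO minus mock-transfected cells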
Target sequence (P35398 whole entry, looked up, the tested form may be a part): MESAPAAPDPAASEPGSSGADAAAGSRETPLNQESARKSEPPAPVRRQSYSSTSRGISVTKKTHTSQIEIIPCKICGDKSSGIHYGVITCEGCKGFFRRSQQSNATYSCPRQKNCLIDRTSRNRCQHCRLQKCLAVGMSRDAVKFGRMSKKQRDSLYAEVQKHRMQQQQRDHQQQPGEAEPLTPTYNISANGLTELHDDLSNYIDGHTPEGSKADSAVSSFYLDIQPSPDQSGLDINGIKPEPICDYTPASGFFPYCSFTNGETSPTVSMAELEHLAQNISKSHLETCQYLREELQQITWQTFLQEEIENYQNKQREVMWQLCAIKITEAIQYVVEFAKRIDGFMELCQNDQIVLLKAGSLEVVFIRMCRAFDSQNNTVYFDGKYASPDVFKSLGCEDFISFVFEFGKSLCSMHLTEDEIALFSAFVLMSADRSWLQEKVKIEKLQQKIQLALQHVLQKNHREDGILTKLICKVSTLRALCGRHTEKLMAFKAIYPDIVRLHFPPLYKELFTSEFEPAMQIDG
HTR1E antagonist: antagonists of human 5-HT1E serotonin receptor | CHO 5-HT1E Ga15 NFAT-bla reporter, FRET, antagonist | inhibition, % at 6 µM | 0.99% of 65,000 active | AID 571 | P28566;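 active = inhibition above a set limit, the mean inhibition across every tested compound plus 3 SD, cut at about 29% in these data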;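 also: signal is the 460 over 535 nm emission ratio of beta-lactamase substrate; 0% = agonist plus DMSO wells and 100% = wells without agonist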
5HT1a antag: 5-HT1a (human) receptor antagonism | P08908 | CHO 5-HT1a Ga15 NFAT-bla reporter, antagonist mode | inhibition, % at 10 µM | 0.68% of 62,000 active;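 active = inhibition above the mean of all tested compounds plus 3 SD, cut at about 43% in these data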;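 also: receptor stimulated by 5-CT agonist at 100 nM near EC80; beta-lactamase reporter measured by ratiometric fluorescence of a cleavable substrate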
AP complement: alternative pathway complement inhibition, orthogonal assay; Human serum alternative complement pathway, LPS-coated ELISA, C3 deposition; tested in compound mixtures; inhibition, % at 5 µM; 0.08% of 62,000 active;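 active = inhibition above 30% in each of the two pooled mixtures holding the compound, so the lower value exceeds 30%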;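 also: 0% = serum in Mg-EGTA without compound and 100% = EDTA serum blank; some compounds past the cut are filed as inactive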
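Medium: diluted human serum in Mg2+-EGTA GVB++. Assay system: human serum complement alternative pathway, C3 deposition onto LPS. Also added: Plate-bound LPS. Technique: Anti-C3 ELISA, OD 450 nm. Measure: percent inhibition. Incubation: 1 h at 37 °C. Dosing: 5 µM each compound, pools of ten, 50 µM per pool.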
HTR1E agonist: 5-HT1E (human) receptor agonism; CHO 5-HT1E Ga15 NFAT-bla reporter, FRET; 0% DMSO wells, 100% control agonist wells; P28566; 0.69% of 65,000 active; activation, % at 6 µM;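 active = activation above a set limit, the screen-wide mean activation plus 3 SD, cut at about 8.5% in these data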;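 also: 100% = positive control agonist at 1 µM giving full maximal response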
* hit, by the source's call.

For Cc1ccc(Nc2nc(C)c(CCC(C)C)c(=O)[nH]2)cc1 the results were S1P1 ag pot 8.1, Ecoli tolC 15.5, SF-1 act -33.2, S1P3 ag -0.9, RORA act 17.6, HTR1E antagonist -2.5, 5HT1a antag -9.1, AP complement -19.7 and HTR1E agonist 1.3.
`O=C(O)C1CC(=O)N(c2ccc(F)cc2)C1` (centres undefined) gave Ecoli tolC -7.6, SF-1 act -9.1, S1P3 ag -0.1, RORA act 0.2, HTR1E antagonist -1.0, 5HT1a antag -5.0, AP complement 4.8 and HTR1E agonist 0.9.
O=C(O)C1CCCCC1C(=O)OCCCCOC(=O)C1CCCCC1C(=O)O (centres undefined) was read as S1P1 ag pot -10.6, Ecoli tolC -2.8, SF-1 act -11.2, S1P3 ag -1.1, RORA act 1.0, HTR1E antagonist -0.5, 5HT1a antag 2.9, AP complement 15.6 and HTR1E agonist 0.0.
`CC1(C)CC(=O)c2c(-c3cccs3)n[nH]c2C1` gave Ecoli tolC -11.2, SF-1 act 0.0, RORA act 4.5, HTR1E antagonist -9.7, 5HT1a antag -9.9, AP complement 14.3 and HTR1E agonist 1.3.
For CCCCOC(=O)CSc1nc2c(cc1C#N)C(=O)CC(C)(C)C2 the results were S1P1 ag pot -10.1, Ecoli tolC 45.5, SF-1 act 10.4, S1P3 ag -0.3, RORA act 6.5, HTR1E antagonist -3.7, 5HT1a antag -3.1, AP complement 8.0 and HTR1E agonist 1.1.
`COC(=O)c1sccc1NC(=O)C1C2C=CC(O2)C1C(=O)O` (centres undefined) gave Ecoli tolC -8.9, SF-1 act 4.8, S1P3 ag -1.5, RORA act -23.6, HTR1E antagonist 5.8, 5HT1a antag -6.4, AP complement 13.1 and HTR1E agonist 0.0.
Screening O=C(CCSc1nc(-c2ccc3c(c2)OCO3)cc(C(F)(F)F)n1)NCc1ccco1 returned S1P1 ag pot 21.3, Ecoli tolC 4.1, SF-1 act -4.2, S1P3 ag -1.6, RORA act 2.0, HTR1E antagonist 24.6, 5HT1a antag 29.4, AP complement 0.4 and HTR1E agonist -1.8.
For CCOC(=O)N1CCN(C(=O)CN(C2CCCCC2)S(=O)(=O)c2ccc(C)cc2)CC1 the results were Ecoli tolC 15.8, SF-1 act 0.1, RORA act 1.2, HTR1E antagonist -4.2, 5HT1a antag -0.3, AP complement 13.4 and HTR1E agonist -0.6.
Screening CCOC(=O)CC(/C(C)=N\O)c1ccccc1 (centres undefined) returned S1P1 ag pot 1.2, Ecoli tolC -19.7, SF-1 act 14.4, S1P3 ag -1.3, RORA act -25.7, HTR1E antagonist 6.9, 5HT1a antag 16.7, AP complement 9.6 and HTR1E agonist 40.3*.
For CS(=O)(=O)N1CCCC(C(=O)NCCc2ccc(Cl)cc2)C1 (centres undefined) the results were S1P1 ag pot -30.0, Ecoli tolC -8.9, SF-1 act 15.3, S1P3 ag 0.0, RORA act -13.2, HTR1E antagonist -15.1, 5HT1a antag 2.9, AP complement 9.3 and HTR1E agonist -0.2.
For COc1cccc(C2C(C(N)=O)=C(C)Nc3nc(CCCO)nn32)c1OC (centres undefined) the results were S1P1 ag pot 3.2, Ecoli tolC 1.1, SF-1 act 22.9, S1P3 ag -1.0, RORA act -5.8, HTR1E antagonist -7.2, 5HT1a antag -10.2, AP complement 4.4 and HTR1E agonist -0.1.
O=C(Cn1cnc2c(nnn2Cc2ccc(F)cc2)c1=O)N1CCCc2ccccc21 was read as S1P1 ag pot -13.5, Ecoli tolC -9.9, SF-1 act 9.3, S1P3 ag -1.1, RORA act 4.0, HTR1E antagonist 0.0, 5HT1a antag -1.8 and HTR1E agonist -0.5.
For Cc1cc(NC(=O)c2cc(-c3cccs3)on2)no1 the results were S1P1 ag pot -49.1, Ecoli tolC -11.8, SF-1 act 0.3, S1P3 ag -1.2, RORA act 0.5, HTR1E antagonist 3.2, 5HT1a antag 20.7, AP complement -4.6 and HTR1E agonist -0.5.
For CCc1cc(C(=O)Nc2ccccc2)cs1 the results were S1P1 ag pot 16.0, Ecoli tolC 7.0, SF-1 act -1.2, S1P3 ag 0.1, RORA act -17.4, HTR1E antagonist 2.3, 5HT1a antag 9.6, AP complement 7.3 and HTR1E agonist -1.5.
CCC(Sc1nc(C)cc(=O)[nH]1)C(=O)Nc1sc2c(c1C#N)CCCC2 (centres undefined) was read as S1P1 ag pot 22.4, Ecoli tolC 34.0, SF-1 act -3.0, S1P3 ag 0.2, RORA act 0.4, HTR1E antagonist -4.9, 5HT1a antag 2.7, AP complement -8.5 and HTR1E agonist -0.1.
Brc1ccccc1-c1nnc2sc(-c3ccc4c(c3)OCCO4)nn12 was read as Ecoli tolC 13.0, SF-1 act 17.0, S1P3 ag -0.1, RORA act 46.9, HTR1E antagonist -0.3, 5HT1a antag 9.6, AP complement 15.8 and HTR1E agonist 0.1.
Screening CC(=O)NCCc1ccc(S(=O)(=O)NC2OC(=O)c3ccccc32)cc1 (centres undefined) returned S1P1 ag pot -0.7, Ecoli tolC -14.9, SF-1 act 9.9, S1P3 ag -0.6, RORA act 1.9, HTR1E antagonist 3.4, 5HT1a antag 6.9, AP complement 2.2 and HTR1E agonist -0.4.
For Cn1cccc1C(=O)OCC(=O)Nc1ccc2c(c1)CCC2 the results were S1P1 ag pot -5.5, Ecoli tolC 16.8, SF-1 act 5.4, S1P3 ag -0.3, RORA act 28.1, HTR1E antagonist 5.2, 5HT1a antag -1.8, AP complement -5.7 and HTR1E agonist -2.0.
`Cc1nc2nc[nH]n2c(=O)c1CCC(C)C` gave S1P1 ag pot -5.6, Ecoli tolC 18.1, SF-1 act 0.2, S1P3 ag 0.9, RORA act -5.9, HTR1E antagonist -11.0, 5HT1a antag -5.5, AP complement 6.9 and HTR1E agonist 0.5.
Screening O=c1cc(CO)oc(C(Nc2ccccn2)c2ccc(C(F)(F)F)cc2)c1O (centres undefined) returned S1P1 ag pot -10.9, Ecoli tolC 0.0, SF-1 act -3.1, S1P3 ag -0.1, RORA act -12.6, HTR1E antagonist 8.6, 5HT1a antag -3.9, AP complement 13.6 and HTR1E agonist -0.2.
Screening O=C(CCn1c(=S)[nH]c2cc3c(cc2c1=O)OCO3)N1CCN(C2CCCCC2)CC1 returned Ecoli tolC -0.5, SF-1 act 6.6, RORA act -7.7, HTR1E antagonist -3.1, 5HT1a antag 3.7, AP complement 10.0 and HTR1E agonist -1.1.
`Cc1cc(NC(=O)CCCC(=O)O)nc(C)n1` gave S1P1 ag pot 7.4, Ecoli tolC 0.3, SF-1 act -6.0, S1P3 ag -0.6, RORA act -9.1, HTR1E antagonist -6.7, 5HT1a antag -1.0, AP complement -6.4 and HTR1E agonist -1.1.
Screening Nc1nc(N2CCOCC2)nc2ccccc12 returned S1P1 ag pot 13.7, Ecoli tolC -9.6, SF-1 act 10.0, S1P3 ag 0.9, RORA act 22.3, HTR1E antagonist -11.7, 5HT1a antag -9.8, AP complement 12.2 and HTR1E agonist -0.6.
Cn1cc(CC(=O)Nc2cccc(C#N)c2)c2ccccc21 was read as Ecoli tolC 23.5, SF-1 act -13.9, RORA act 0.8, HTR1E antagonist 4.7, 5HT1a antag 15.5, AP complement 12.2 and HTR1E agonist -1.7.
`COc1cc(C2Nc3cccc4cccc(c34)N2)cc(OC)c1O` gave S1P1 ag pot 10.6, Ecoli tolC 8.6, SF-1 act 14.0, S1P3 ag -0.1, RORA act -9.5, HTR1E antagonist -5.2, 5HT1a antag -8.8, AP complement 4.9 and HTR1E agonist -0.4.
`COC(=O)c1ccc(NC(=O)C2C3CCC(C3)C2C(=O)O)cc1` (centres undefined) gave S1P1 ag pot -2.7, Ecoli tolC 4.4, SF-1 act -26.3, S1P3 ag -1.1, RORA act 6.8, HTR1E antagonist -1.1, 5HT1a antag -2.2, AP complement -18.0 and HTR1E agonist -0.6.
`O=C(NCCCNCCCNC(=O)c1ccccn1)c1ccccn1` gave S1P1 ag pot -12.1, Ecoli tolC -17.9, SF-1 act -15.3, S1P3 ag -1.0, RORA act 0.0, HTR1E antagonist 0.8, 5HT1a antag 3.4, AP complement -5.4 and HTR1E agonist 1.2.
Screening O=C(C1CCC(=O)N1Cc1ccccc1Cl)N1CCN(c2cccc(Cl)c2)CC1 (centres undefined) returned S1P1 ag pot -6.0, Ecoli tolC -8.2, SF-1 act -17.6, S1P3 ag -0.6, RORA act 3.0, HTR1E antagonist -9.1, 5HT1a antag 14.2, AP complement 5.5 and HTR1E agonist 1.0.
Screening O=C(Cn1c(C(=O)N2CCN(C3CCCC3)CC2)cc2sccc21)c1ccccc1 returned S1P1 ag pot 3.4, Ecoli tolC 19.3, SF-1 act -12.7, S1P3 ag 0.7, RORA act -17.6, HTR1E antagonist -2.8, 5HT1a antag 10.9, AP complement -3.7 and HTR1E agonist 0.9.
COc1ccc(C(=O)Nn2c(SCC(=O)NCC3CCCO3)nc3ccccc3c2=O)cc1 (centres undefined) was read as S1P1 ag pot -2.5, Ecoli tolC 0.7, SF-1 act -67.4, S1P3 ag -0.8, RORA act -67.4, HTR1E antagonist -9.0, 5HT1a antag -9.3, AP complement 1.3 and HTR1E agonist -0.6.
Screening CN(CP(=O)(O)C(O)c1ccccc1)S(C)(=O)=O (centres undefined) returned Ecoli tolC -6.4, SF-1 act -4.6, S1P3 ag -0.9, RORA act 1.0, HTR1E antagonist -4.7, 5HT1a antag -3.7, AP complement -2.9 and HTR1E agonist 0.5.
Clc1cccc(-c2nnc(-c3ccccc3)o2)c1 was read as S1P1 ag pot -7.9, Ecoli tolC 13.0, SF-1 act 7.5, S1P3 ag -0.9, RORA act 26.2, HTR1E antagonist 13.3, 5HT1a antag 24.9, AP complement 10.7 and HTR1E agonist -0.9.
Screening CCn1c(=O)cc(SCC(=O)N2CCC(C)CC2)c2ccccc21 returned S1P1 ag pot -23.8, Ecoli tolC 9.9, SF-1 act -7.9, S1P3 ag -1.1, RORA act -2.5, HTR1E antagonist -8.5, 5HT1a antag -3.7, AP complement 12.8 and HTR1E agonist -0.2.
`C=CCOC(=O)C1=C(C)NC(SCC(=O)N(CC)CC)=C(C#N)C1c1ccccc1` (centres undefined) gave S1P1 ag pot -28.5, Ecoli tolC 9.9, SF-1 act -14.2, S1P3 ag -1.8, RORA act -14.3, HTR1E antagonist 10.2 and HTR1E agonist 1.1.
